a7 integrin act: activators of alpha7 integrin expression for muscular dystrophy; alpha7betagal myoblasts, beta-gal FDG fluorescence, 48 h; Potency, µM (top dose mostly 38.3 µM), for inactives: top-dose activation, actives largely listed as activators; 350,000 compounds, 0.064% hits; AID 624291;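 also: potency is read from the fitted curve at half-maximal effect; 100% = response of the positive control SU9516; nearly all actives have a fitted effect of over 60% in size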
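alpha7betagal+/- myoblasts (passage 13, 250/well) treated 48 h at 37C with compounds at 1:260 dilution of DMSO stock. Lysed, then beta-galactosidase activity read as FDG fluorescence (ex 480/em 540) after 30 min, with pre-read for autofluorescence.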
TSG101-PTAP inh: blocks PTAP/TSG101 interaction to inhibit HIV-1 budding. AID 493005. Fluorescence polarization, FITC-PTAP peptide / Tsg101 binding. 340,000 tested, under 10 active. Potency, µM (top dose mostly 115 µM), for inactives: at the highest dose activity change, negative = inhibition, actives largely listed as inhibitors; active = well fitted inhibition curve with a large enough effect in the main read-out, with a control signal flat, not every such curve was filed as active; inconclusive = small, poorly fitted or top-dose-only effect, or effect the other way, or a change in a side signal; inactive = no such curve, though single readings can be large or run the other way; also: potency is read from the fitted curve at half-maximal effect; % of control where 0% means no effect
Target sequence (Q99816 whole entry, looked up): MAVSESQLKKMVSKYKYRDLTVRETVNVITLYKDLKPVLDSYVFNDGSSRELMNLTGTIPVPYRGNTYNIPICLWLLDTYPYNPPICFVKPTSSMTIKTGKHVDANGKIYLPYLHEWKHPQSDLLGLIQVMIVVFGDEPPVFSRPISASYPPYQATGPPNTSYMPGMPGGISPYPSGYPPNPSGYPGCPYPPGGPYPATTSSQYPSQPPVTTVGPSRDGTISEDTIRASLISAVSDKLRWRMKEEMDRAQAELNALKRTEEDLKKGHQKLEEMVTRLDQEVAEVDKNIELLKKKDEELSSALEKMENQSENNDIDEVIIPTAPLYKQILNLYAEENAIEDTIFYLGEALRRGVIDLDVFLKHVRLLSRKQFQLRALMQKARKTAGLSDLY
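Fluorescence polarization binding of Tsg101 binding domain (10 uM final) to FITC-labeled PTAP peptide (50 nM final) in HEPES pH 7.5 buffer with NaCl, Tween 20, EDTA, TCEP. Compounds added before peptide; binding 20 min at RT.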
Menin MLL FP TR: inhibitors of human menin-MLL interaction, mutant MLL peptide; O00255; Menin + Texas Red MLL mutant peptide, fluorescence polarization; Potency, µM (highest dose often 61.6 µM), for inactives: at the highest dose FP activity change, negative = inhibition, actives largely listed as inhibitors; 270,000 compounds, 0.23% hits; active = well fitted inhibition curve with a large enough effect in the polarisation, with a control signal flat, not every such curve was filed as active; inconclusive = small, poorly fitted or top-dose-only effect, or effect the other way, or a change in a side signal; inactive = no such curve, though single readings can be large or run the other way; the % refers to the polarisation; also: potency is read from the fitted curve at half-maximal effect; % of control where 0% means no effect; many of its hits are not listed in these tables
TCR activator: activates T cell receptor signaling. primary human leukocytes, anti-CD3, IL-2 HTRF, 48 h. Potency, µM (top dose mostly 9.22 µM), for the others: top-dose activation of IL-2 secretion, most hits filed as activators. 330,000 tested, under 10 active. AID 504894; also: % of control where 0% means no effect
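Human primary leukocytes + a-CD3 beads + cpd, 48 hr; IL-2 in supernatant by HTRF (ex 320nm / em 665nm). No co-stimulatory signal supplied.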
Mito fusion act: mitochondrial division inhibition or fusion activation; 320,000 compounds, 0.23% hits; Potency, µM (doses to about 46.1 µM), for the others: at the highest dose growth rescue (activation), actives largely listed as activators; AID 485298; S. cerevisiae fusion-defective mutant growth rescue, CellTiterGlo 48 h;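 also: potency is read from the fitted curve at half-maximal effect; % of control where 0% means no effect; nearly all actives have a fitted effect of over 45% in size; temperature-sensitive fusion mutants such as fzo1-1 at 37 °C on non-fermentable ethanol glycerol medium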
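Read-out: ATP-based luminescence (CellTiterGlo, 10 min ambient) reporting growth of fusion-defective ts yeast after 48 hours at 37C on glycerol/ethanol YPEG medium in the presence of compound.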
MBNL1-CUG inh: blocks human MBNL1 binding to CUG repeat RNA | Potency, µM (titrated, usually from 57.5 µM), inactives show at the top dose activity change, negative = inhibition, usual class: inhibitors | Q9NR56 | 280,000 compounds, 0.036% hits | AID 2675 | TR-FRET MBNL1-His/biotin-(CUG)12 binding, 665/545 ratio; active = well fitted inhibition curve with a large enough effect in the signal ratio, with a control signal flat, not every such curve was filed as active; inconclusive = small, poorly fitted or top-dose-only effect, or effect the other way, or a change in a side signal; inactive = no such curve, though single readings can be large or run the other way; the % refers to the signal ratio; also: potency is read from the fitted curve at half-maximal effect; % is scaled to controls: 0 for no effect and ±100 for the full control effect
Target sequence (Q9NR56 whole entry, looked up): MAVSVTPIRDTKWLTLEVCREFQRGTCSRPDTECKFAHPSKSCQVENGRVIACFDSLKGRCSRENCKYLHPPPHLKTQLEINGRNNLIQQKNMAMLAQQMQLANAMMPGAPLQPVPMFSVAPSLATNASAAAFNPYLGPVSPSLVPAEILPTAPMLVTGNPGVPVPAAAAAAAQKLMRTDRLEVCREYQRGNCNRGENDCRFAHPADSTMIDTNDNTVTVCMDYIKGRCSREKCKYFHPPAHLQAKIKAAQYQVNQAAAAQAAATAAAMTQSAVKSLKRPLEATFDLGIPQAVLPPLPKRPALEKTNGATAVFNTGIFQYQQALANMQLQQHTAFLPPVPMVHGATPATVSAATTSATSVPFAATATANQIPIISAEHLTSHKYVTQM
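His-tagged MBNL1 binding to biotinylated (CUG)12 RNA was measured by TR-FRET using terbium anti-His antibody (0.055 ng/ul final) and streptavidin-XL665 (5 nM final). Compounds were titrated 92 nM to 58 uM; 60 min at room temperature.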
AT treatment: potential ataxia-telangiectasia treatment. […] A-T fibroblasts, KAP-1 phosphorylation AlphaLISA; neocarzinostatin DNA damage 30 min before lysis. 320,000 compounds, 0.19% hits. Potency, µM (titrated, usually from 57.5 µM), for the others: top-dose activation, usual class: activators; also: potency is read from the fitted curve at half-maximal effect; % of control where 0% means no effect; nearly all actives have a fitted effect of over 45% in size
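hTERT-immortalized A-T patient fibroblasts ([…]), 500 cells/well in OPTI-MEM, 1% FBS, got compounds for 60 min, then NCS for 30 min at 37C. Lysates were then assayed for phospho-KAP-1 by AlphaLISA (anti-pKAP1 donor, anti-KAP1 acceptor beads), 6 hr at 25C.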
TSHR antag: blocks TSH signaling through the human TSH receptor. P16473. TSHR-expressing cells, TSH-stimulated cAMP HTRF, 2 h; hits give low values. activity change, negative = inhibition, % at 11.5 µM. 330,000 compounds, 0.2% hits;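 active = activity change below a set negative limit, meaning inhibition stronger than a set level, cut at about -70% in these data; inconclusive = activity change between two set negative limits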; also: % is scaled to controls: 0 for no effect and ±100 for the full control effect
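Freshly harvested TSHR cells receive pin-tooled compound, then EC80 TSH at 4nM final. After 2 hours at 37 deg C, antibody in lysis buffer and cAMP-d2 are added; 30 minutes at ambient temperature precede the HTRF read.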
MLL CXXC-DNA inh: MLL CXXC-DNA interaction inhibition; Q03164; MLL-CXXC / FITC-HOXA9 DNA fluorescence polarization; Potency, µM (top dose mostly 115 µM), inactives show at the highest dose activity change, negative = inhibition, most hits filed as inhibitors; 290,000 compounds, 0.037% hits; AID 2662; active = well fitted inhibition curve with a large enough effect in the polarisation, with a control signal flat, not every such curve was filed as active; inconclusive = small, poorly fitted or top-dose-only effect, or effect the other way, or a change in a side signal; inactive = no such curve, though single readings can be large or run the other way; the % refers to the polarisation; also: potency is read from the fitted curve at half-maximal effect
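Steps: dispense CXXC domain solution (7 uM) → pin compounds or unlabeled HOX-A9 DNA control → 5 min ambient → add FLSN-HOX-A9 solution (50 nM) → spin → 30 min ambient → fluorescence polarization. Tris pH 7.5/NaCl/DTT/BSA buffer.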
S-ASM inh: blocks human secretory acid sphingomyelinase; P17405; placental ASM, HMU-PC fluorogenic substrate, 60 min; Potency, µM (titrated, usually from 57.5 µM), for inactives: at the highest dose activity change, negative = inhibition, hits mostly inhibitors; 340,000 compounds, 0.006% hits; AID 504937; also: potency is read from the fitted curve at half-maximal effect
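Fluorogenic HMU-PC substrate (9 uM final) is turned over by placental ASM in 60 min at 37 C after a 10 min compound preincubation. Reaction ended by alkaline stop (pH 10), with fluorescence read at 386/447 nm.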
Numbers without * were called inactive; ? = inconclusive; . = no result given; [ ] = dose if it differs, or a comment. Unless noted, calls follow the shape of the dose curve; as a rule, active = well fitted curve in the direction sought with a large enough effect; inconclusive = small, poorly fitted or top-dose-only effect, or another doubt; inactive = no such curve, though single readings can be large; an effect the other way counts as inactive or inconclusive.

#	canonical_smiles	a7 integrin act	TSG101-PTAP inh	Menin MLL FP TR	TCR activator	Mito fusion act	MBNL1-CUG inh	AT treatment	TSHR antag	MLL CXXC-DNA inh	S-ASM inh
1	CCc1nc(SCC(=O)c2ccccc2)c2c(=O)n(C)c(=O)n(C)c2n1	-4.3%	-1.1%	.	-0.7%	-4.4%	0.2%	2.2%	6.6	-7.3%	-10.3%
2	O=C(CSCc1ccc(Cl)cc1Cl)Nc1ccccc1C(=O)Nc1ccc(C(=O)O)cc1	?	-2.1%	?	2.9%	4.7%	2.3%	-2.4%	-17.8	1.1%	-2.6%
3	Cc1cc(C(=O)N2CCCC(C(=O)c3cccc4ccccc34)C2)nc(C)n1 (stereo not drawn)	30.7%	-7.3%	-2.5%	-1.5%	-1.0%	5.3%	-1.5%	-4.7	10.4%	-2.8%
4	O=C(c1ccco1)N1CCN(c2ncnc3sc4c(c23)CCC4)CC1	?	-5.5%	-21.4%	0.3%	0.6%	-8.3%	0.0%	-11.3	-18.5%	-0.1%
5	COC(=O)C1=C(C)N(c2ccc(Cl)cc2)/C(=C/c2ccc(O)cc2)C1=O	-16.0%	-4.0%	-2.3%	-11.0%	-3.4%	2.3%	-1.4%	-7.5	0.4%	-3.9%
6	Cc1ccc(F)c(Cn2cnc3c(cnn3C(C)(C)C)c2=O)c1Cl	.	2.1%	.	10.1%	?	.	4.8%	-7.0	.	-3.9%
7	COC(=O)Cn1c(C)c(/C=C/c2cc[n+](C)cc2)c2ccccc21	11.7%	?	15.5%	8.0%	-2.8%	?	-22.0%	-26.8	?	-27.0%
8	Cc1cc(NC(=O)CSCC(=O)N(C)Cc2ccc(Cl)cc2Cl)no1	8.2%	-1.0%	.	2.8%	-1.4%	.	.	4.5	.	1.4%
9	CC(C)(C)C(=O)Nc1ccc(C(=O)COC(=O)C2=COCCO2)cc1	17.2%	-1.8%	.	8.6%	-3.9%	.	1.1%	2.0	.	3.2%
10	CN1CCN(c2ccc(NC(=O)c3ccccc3)cc2)CC1	-0.2%	0.8%	7.6%	2.7%	2.9%	-6.8%	0.0%	1.8	-0.9%	2.4%
11	COc1ccc(NC(=O)CN2CCN(CC(=O)Nc3ccccc3Cl)CC2)cc1Cl	3.9%	-9.7%	33.6%[activator]	20.5%	-0.8%	-1.3%	8.1%	-24.9	1.8%	1.3%
12	Cc1cccc(C(=O)Nc2ccc(CC(=O)O)cc2)c1	0.5%	-8.4%	?	6.4%	-2.9%	-9.9%	-2.6%	-14.4	0.0%	3.1%
13	CC1=C(C(=O)Nc2ccccc2)C(c2ccco2)n2ncnc2N1 (stereo not drawn)	-4.8%	-2.3%	14.3%	-9.3%	-7.6%	-4.7%	8.6%	2.0	6.1%	4.6%
14	O=C(CSc1nc2ccccc2c2c1CCCC2)N1CCOCC1	-2.1%	-4.5%	?	-2.5%	1.4%	7.0%	7.3%	-6.0	0.5%	-9.4%
15	CCC(=O)Nc1nnc(Sc2ccc(N(C)C)cc2)s1	15.0%	1.1%	0.1%	-0.9%	0.1%	-2.9%	-0.4%	0.1	21.4%	4.2%
16	CSCC[C@H](NC(=O)C1CCN(S(=O)(=O)c2ccc(C)cc2C)CC1)c1nc2ccccc2[nH]1	13.5%	-3.1%	.	-5.3%	.	.	0.0%	-17.3	.	-3.4%
17	Cc1[nH]nc2c1C1(CCN(C(=O)OCc3ccccc3)CC1)C(C#N)=C(N)O2	8.6%	-2.8%	-10.2%	1.4%	1.3%	2.8%	0.7%	-9.3	2.5%	1.2%
18	O=C(c1ccc(S(=O)(=O)N2CCOCC2)cc1)N(c1ccccc1)C1C=CS(=O)(=O)C1 (stereo not drawn)	24.9%	-4.7%	12.7%	-2.0%	4.6%	-7.8%	0.9%	-6.4	-0.1%	-1.5%
19	COc1cccc(NS(=O)(=O)c2cc(C)ccc2OC)c1	36.6%	-1.7%	19.7%	17.0%	-5.8%	-8.4%	-4.2%	5.6	-2.7%	0.6%
20	COc1ccccc1NC(=O)Nc1nnc(Cc2ccc(F)cc2)s1	10.9%	1.4%	-7.4%	.	-2.6%	1.4%	6.2%	7.8	24.6%	-0.4%
21	OC1(c2ccccc2)c2ccccc2-c2ncccc21 (stereo not drawn)	6.6%	0.0%	-8.5%	-1.6%	-9.4%	-4.7%	2.7%	-6.6	-0.6%	-1.5%
22	COc1ccc(/C(C)=N/NC(=O)CNC(=O)c2ccco2)cc1	10.4%	-3.7%	-19.4%	-0.7%	0.1%	-4.1%	-4.5%	5.1	10.2%	0.9%
23	CS(=O)(=O)n1nc(C(=O)N2CCOCC2)nc1N	13.7%	1.3%	7.0%	-2.0%	0.3%	-24.5%	-5.0%	2.2	1.9%	1.5%
24	S=c1nc(C2CC2)n(-c2ccccc2)[nH]1	16.3%	-4.3%	.	5.8%	-5.0%	-7.1%	0.0%	0.6	11.3%	3.1%
25	CN(CCOc1ccc(Cl)c(Cl)c1)Cc1ccccc1	0.0%	-0.3%	-11.6%	-9.7%	-11.9%	-7.3%	?	0.3	-10.7%	-0.6%
26	O=C(O)COc1ccc(/C=N/NC(=O)c2ccccc2Br)cc1	?	-3.6%	14.6%	-7.0%	1.7%	4.1%	-0.8%	-9.0	-13.4%	-4.0%
27	CCNC(=S)Nc1ccc(C)c(S(=O)(=O)Nc2ccccc2OC)c1	15.5%	-2.0%	.	3.2%	-2.6%	-4.9%	0.0%	6.6	-2.7%	3.5%
28	COc1ccc2[nH]c(=O)c(CN(CCO)S(=O)(=O)c3ccc(C)cc3)cc2c1	-7.4%	-0.9%	0.9%	2.1%	-1.0%	-3.8%	0.9%	2.9	-0.6%	71.1%[activator]
29	O=C(NCCc1c[nH]c2ccccc12)C(=O)NCC(c1ccco1)N1CCN(c2ccccc2F)CC1 (stereo not drawn)	29.9%	-3.2%	1.4%	4.1%	-2.7%	.	-1.6%	-10.5	-1.3%	2.4%
30	CC[N+](CC)(CCO)CCCN1C(=O)C2CC=C(Cl)CC2C1=O (stereo not drawn)	0.0%	-3.5%	8.4%	-3.9%	3.3%	-4.5%	1.0%	34.0	-0.4%	3.2%
31	O=c1cc(-c2ccccc2)oc2cc(O)ccc12	10.2%	-0.4%	-11.8%	5.0%	.	.	.	.	.	-0.3%
32	COc1ccc(S(=O)(=O)NCC(=O)N(CC(=O)NCC2CCCO2)c2c(C)cccc2C)cc1 (stereo not drawn)	?	-2.4%	?	1.6%	4.2%	5.4%	4.9%	-2.4	1.8%	-0.3%
33	COc1ccc2c3n(nc2c1)CCN=C3c1cc(Cl)c(N)c(Cl)c1	-18.1%	-8.8%	.	2.5%	29.8%	.	6.0%	0.6	.	0.9%
34	CCCC(c1nnnn1C(C)(C)CC)N(CCCO)Cc1cc2cc(C)cc(C)c2[nH]c1=O (stereo not drawn)	-9.7%	-5.4%	-4.2%	-5.9%	2.5%	?	-3.6%	11.2	-0.2%	-10.0%
35	CC(=O)N1CCn2c3c(c4cc(C)ccc42)CCCC31 (stereo not drawn)	?	-6.9%	-18.3%	11.0%	-16.0%	-0.3%	-4.7%	-33.5	1.6%	-0.7%
36	Cc1cc(F)cc(C)c1Cn1cnc2c(cnn2C(C)(C)C)c1=O	.	0.4%	.	3.6%	.	.	1.7%	3.6	.	3.9%
37	CCOC(=O)CCC(=O)Nc1ccccc1C(N)=O	12.2%	-4.7%	-1.1%	-5.8%	-1.9%	-1.4%	-2.7%	6.6	0.4%	3.1%
38	CC(C)(C)NC(=O)C[C@H]1C[C@H](C(=O)N2CCOCC2)[C@@]2(CCC3CCCC3)c3[nH]c4ccc(Cl)cc4c3CCN2C1=O	-43.8%	-12.7%	.	0.0%[46.1 µM]	.	.	4.4%	13.7	.	-20.6%
39	CCN(CC)S(=O)(=O)c1ccc(N2CCOCC2)c(C(=O)O)c1	18.9%	-3.5%	11.1%	6.7%	3.8%	-3.4%	1.6%	2.7	7.2%	-1.4%

Assay outcomes: PubChem, National Center for Advancing Translational Sciences (NCATS)

This is a subset. The share of hits here may be higher or lower than overall.
